# Screening data from PubChem BioAssay.
# WT yeast gro inh: growth inhibition of WT strain, primary screen, mitochondrial fusion inhibitor project, WT and mutant strains, chemical genetic. inhibition, % at 10 µM. mitochondrial fusion phenotypic screen. 190,000 compounds, 2.1% hits; in the data active = inhibition above about 58%; tested in S. cerevisiae
# RSV antiviral HEp-2: RSV antiviral activity via CPE protection, HEp-2 cells, primary 10 µM value included (AID 2391); one-dose CPE inhibition, % at 10 µM; IC50 in µM for titrated hits; 310,000 compounds, 0.13% hits; HEp-2 cells, RSV-induced CPE inhibition; higher % means a stronger effect; in the data active = a potency from the dose series; inconclusive = CPE inhibition mostly from about 23% at the one dose, without a potency; inactive = the rest, 99 in 100 with CPE inhibition below about 21%; note: strong numbers were not always called active
# West Nile antiviral: West Nile virus antiviral activity, cell-based, CPE readout (AID 1621). West Nile virus-infected cells, CPE inhibition; higher % means a stronger effect. CPE inhibition, % at 10 µM; hits with a dose series show IC50 in µM. 290,000 compounds, 0.02% hits; in the data active = a potency from the dose series; inconclusive = CPE inhibition mostly from about 3.7% at the one dose, without a potency; inactive = the rest, 99 in 100 with CPE inhibition below about 2.2%; note: strong numbers were not always called active
# bCat nuc transl: modulators of beta-catenin nuclear translocation, primary screen, imaging, HeLa cells, immunofluorescence, high-content; nuclear translocation activity, % at 5 µM; 190,000 compounds, 0.3% hits;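 active = nuclear translocation activity above 50% at 5 µM, with a well cell count of 50 or more; inconclusive = wells under 50 cells across six images, flagged as toxic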;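 note: per-cell ratio of nuclear to cytoplasmic median beta-catenin stain intensity; plate controls were DMSO negative control for no effect and GSK-3 inhibitor IX positive control for full effect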
#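 Technique: fluorescence imaging of beta-catenin antibody stain plus DAPI / Material: human HeLa cell line / Incubation: compound treatment 24 h, 37°C, 5% CO2 / Read-out basis: % activation of per-cell nuclear versus cytoplasmic median beta-catenin signal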
# PhoP inhibition: inhibitors of PhoP regulon expression, primary screen, Salmonella Typhimurium, GFP reporter (AID 1863); S. Typhimurium PhoP-regulated promoter GFP reporter, 4 h; higher % means a stronger effect; one-dose inhibition, % at 50 µM; IC50 in µM for titrated hits; 300,000 compounds, 0.16% hits;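 active = inhibition over 29.93%, a cutoff 3 SD above the screen mean, later confirmed by dose response; inconclusive = inhibition over 29.93% but no dose response follow-up; inactive = inhibition at most 29.93% or unconfirmed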;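 note: 0% = low Mg2+ inducing control and 100% = high Mg2+ repressing control; strong numbers were not always called active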
# SV40 large T antigen: SV40 large T antigen inhibitors, biochemical (AID 1903); SV40 large T antigen ATPase/helicase inhibition assay; higher % means a stronger effect; one-dose inhibition, % at 20 µM; IC50 in µM for titrated hits; 310,000 compounds, 0.39% hits; in the data active = a potency from the dose series; inconclusive = inhibition mostly from about 32% at the one dose, without a potency; inactive = the rest, 99 in 100 with inhibition below about 32%; note: strong numbers were not always called active
# Myeloid diff MLP: induction of myeloid progenitor differentiation, primary screen, cell-based, flow cytometry, MLPCN library; ER-HoxA9 myeloid progenitors, lysozyme-GFP differentiation; AID 624256, 2012; calls only at 10 µM; 360,000 compounds, 1% hits;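 active = normalized GFP-positive differentiation at or above the plate's own cutoff, the solvent-only control mean plus 3 SD; inconclusive = no clear call, values can overlap the other calls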;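 note: cells exposed to compound for four days before flow analysis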
# MgcRacGAP inhibition: MgcRacGAP GTPase-activating activity inhibitors, confirmation, biochemical, ADP Hunter fluorescence. Rac GTPase-activating protein 1 (Homo sapiens). MgcRacGAP-stimulated Rac1 GTP hydrolysis, ADP Hunter fluorescence; higher % means a stronger effect; GST-tagged Rac1 F28L mutant substrate. inhibition, % at 30 µM; hits with a dose series show IC50 in µM. 340,000 compounds, 0.6% hits;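 active = first-screen hits whose inhibition reached a set limit at any dose in the follow-up dose series; inconclusive = inhibition above the set first-screen limit but never retested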;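 note: fluorescence reports GDP produced by GAP-driven GTP hydrolysis; strong numbers were not always called active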
# T cell HTS: modulators of CD8 T cell-vesicle binding, primary screen, mouse 2C CD8+ T cells, flow cytometry. calls only at 7 µM. AID 2052, 2009. 2C CD8+ T cell-vesicle binding; stronger effect = lower value. 330,000 compounds, 0.068% hits;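 active = response, share of CD8 T cells binding vesicles, and their 90th percentile fluorescence all below set limits, cut at about 80% in these data, passing the limit was not always enough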
#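 Read-out – percent CD8+ FL2 mean versus row control · System – murine 2C transgenic CD8+ T lymphocytes · Times – 1.5 h cell–vesicle binding at 37 °C, then 20 min icy labelling · Control set – naked vesicles low, QL9 vesicles with vehicle high · Detection – cytometric PE anti-B7-1 and Alexa647 anti-CD8 signals after 1% paraformaldehyde fixation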
# WT yeast gro inh mutant strain: also measured in WT yeast gro inh; calls as there; inhibition, %; mitochondrial fusion phenotypic screen, mutant strain inhibition
# bCat nuc transl cell count 5 µM: further read-out of bCat nuc transl, marked with its call; cell count; measured here: cell count, cytotoxicity flag
# T cell HTS vesicle-bound %: second read-out of T cell HTS, no call of its own (marks repeat the call); double positive events, %; measured here: CD8+ vesicle-bound cell fraction;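 binding gate set so that unloaded-vesicle control wells show 10% double positive cells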
# Myeloid diff MLP GFP+ MAC1+ %: second read-out of Myeloid diff MLP, no call of its own (marks repeat the call); GFP+ MAC1+ double positive, %; measured here: differentiation confirmed by MAC1 staining
# Starred values were filed as active, the others as inactive; i = inactive; ? = inconclusive; / = not tested or not shown; + = active, no number.
SMILES,WT yeast gro inh,WT yeast gro inh mutant strain,RSV antiviral HEp-2,West Nile antiviral,bCat nuc transl,bCat nuc transl cell count 5 µM,PhoP inhibition,SV40 large T antigen,Myeloid diff MLP,Myeloid diff MLP GFP+ MAC1+ %,MgcRacGAP inhibition,T cell HTS,T cell HTS vesicle-bound %
CCOC(=O)C1CCCN(C(=O)Cc2ccc(OC)c(OC)c2)C1 (centres undefined),2,11,2.0%,-0.8%,-0.3,1080,-5%,3%,i,0.6,5%,i,18
Cc1ccccc1N(CC(=O)NCC1CCCO1)C(=O)CNS(=O)(=O)c1ccc(F)cc1 (centres undefined),/,/,1.2%,-0.7%,/,/,1%,21%,i,0.2,5%,i,22
Brc1ccc(OCc2nc3ccccc3[nH]2)cc1,/,/,4.2%,-0.4%,/,/,10%,8%,i,0.3,/,i,53
CC1(C)Oc2ccc(C(=O)N3CCCC3)cc2N(CC(=O)NCc2ccccc2)C1=O,-2,-17,1.1%,-0.2%,-1.9,842,-2%,2%,i,0.9,4%,i,17
CC(=O)Oc1ccc(-c2csc(Nc3ccc(Cl)cn3)n2)cc1,/,/,13%,-1.5%,/,/,-4%,9%,i,0.6,5%,i,46
O=C(Nc1nc2n(n1)C(c1ccc(F)cc1)CC(c1ccccc1)N2)c1ccco1 (centres undefined),/,/,1.7%,0.6%,-2.2,1154,-8%,10%,i,0.5,5%,i,41
CCOc1ccc(-c2ccc(SCc3ccccn3)nn2)cc1,-2,4,4.3%,0.3%,-2.4,1102,-4%,9%,i,0.3,5%,i,41
N#Cc1ccc(Oc2c(Cl)cncc2Cl)cc1,/,/,1.4%,-0.3%,/,/,9%,6%,i,1.0,8%,i,48
Cc1cc(CSc2ccccc2C(=O)O)on1,/,/,1.2%,0.3%,/,/,5%,18%,i,1.4,-2%,i,16
O=C(O)Cn1cc(/C=C2/SC(=O)N(CC(=O)N3CCCCCC3)C2=O)c2ccccc21,-8,-1,-1.7%,2.0%,-1.3,1129,3%,11%,/,/,/,i,54
CCOC(=O)c1cnn(-c2nc(C)cc(C)n2)c1N,3,5,2.7%,0.1%,-5.1,1261,-4%,9%,i,0.4,1%,i,56
O=C(c1sc2ccccc2c1Cl)N(Cc1cccs1)C1CCS(=O)(=O)C1 (centres undefined),8,2,3.9%,-0.1%,-0.5,1146,-6%,19%,i,3.5,7%,i,14
Cc1cccc(C(CC(=O)NCCc2ccccc2)c2ccccc2)c1O (centres undefined),17,6,-0.9%,-0.3%,-5.6,1150,-5%,6%,i,0.4,4%,i,3
Cc1ccc(C(=O)N/C(=C\c2cccs2)C(=O)N2CCOCC2)cc1C,/,/,2.4%,-0.8%,/,/,1%,8%,i,0.7,6%,i,8
COc1ccc(OC)c(-c2cc(C(=O)N3CCN(c4ccccc4)CC3)no2)c1,48,15,2.4%,-0.1%,-0.9,1200,1%,5%,i,4.9,-3%,i,21
O=C(NC(=S)N1CCCCC1c1cccnc1)c1ccccc1 (centres undefined),/,/,3.5%,-0.5%,/,/,7%,15%,i,4.3,-4%,i,28
COc1ccc(/C=N/NC(=O)c2ccccc2O)cc1Cn1cc(Cl)cn1,4,4,2.4%,0.4%,/,/,-2%,13%,i,0.6,12%,i,37
CCCNc1nc(Cl)nc(Nc2ccc(Cl)cc2)n1,/,/,?,-1.9%,/,/,-1%,7%,i,0.7,11%,i,63
CCOc1ccc2nc(SCC(=O)NCC3CCCO3)c(C#N)cc2c1 (centres undefined),/,/,1.6%,-0.1%,/,/,5%,5%,i,0.5,7%,i,44
CC(C)(C)CC(=O)Nc1ccc(-c2cn3cccnc3n2)cc1,/,/,1.8%,0.2%,/,/,-6%,10%,i,0.7,3%,i,66
COc1cc(NS(=O)(=O)c2ccc(-c3ccc(=O)[nH]n3)o2)cc(OC)c1OC,/,/,1.1%,-0.1%,/,/,-13%,12%,i,6.1,11%,i,10
O=C(O)COc1ccccc1/C=N/NC(=O)CN1CCN(S(=O)(=O)c2ccc(Br)cc2)CC1,/,/,2.5%,-0.1%,-0.7,1390,-4%,4%,i,0.7,-11%,i,31
COC(=O)c1ccc(C(=O)OC)c(NC(=O)CCc2ccc(C)o2)c1,53,-11,0.6%,-0.2%,/,/,-6%,2%,i,0.1,4%,i,33
On1cnnc1-c1ccccc1,-14,-8,1.3%,0.0%,-3.1,1125,-13%,8%,i,0.7,-1%,i,18
CCOc1ccc(NC(=O)CCCN2C(=O)C(c3ccccc3)Oc3cccnc32)cc1 (centres undefined),/,/,1.1%,0.7%,/,/,-4%,6%,i,0.7,12%,i,21
CN1C(=O)CC(N2CCN(c3ncccn3)CC2)C1=O (centres undefined),26,6,2.4%,-0.8%,-3.8,1006,-2%,14%,i,1.3,4%,i,32
CC(C)C[C@H](NC(=O)NCc1ccc(F)cc1)C(=O)O,/,/,1.3%,0.3%,-1.1,1136,-3%,13%,i,0.5,-3%,i,58
N#Cc1nc(Cc2cccc3ccccc23)oc1NCCCn1ccnc1,54,1,-2.0%,-0.4%,0.5,1030,13%,8%,i,0.6,9%,i,16
CC(CNC(=O)CCC(=O)N1CCOc2ccc(Cl)cc21)c1ccccc1 (centres undefined),/,/,0.2%,-0.8%,/,/,/,4%,i,3.2,9%,i,8
CCN(CC)CCCNC(=O)CNC(=O)c1nn(-c2ccc(OC)c(OC)c2)c(=O)c2ccccc12,/,/,-0.2%,0.1%,/,/,-6%,5%,i,0.4,-4%,i,34
Cc1c(Br)c([N+](=O)[O-])nn1CCCC(=O)N1CCN(c2ccccc2)CC1,18,2,4.2%,-1.2%,-0.3,1063,-2%,13%,i,0.5,-6%,i,19
CC(C)c1ccc(NC(=O)CC2Oc3ccccc3NC2=O)cc1 (centres undefined),/,/,-0.3%,-1.2%,/,/,-4%,7%,i,0.6,8%,i,33
CCNc1nc(NCC)n2c(SCc3nc4ccccc4c(=O)[nH]3)nnc2n1,20,15,0.2%,0.4%,0.2,1026,-1%,29%,i,0.7,16%,i,29
COc1ccc(CN2CCN(C(=O)CCC(=O)Nc3nnc(CC(C)C)s3)CC2)cc1F,/,/,3.4%,-0.5%,/,/,-2%,9%,i,2.6,-3%,i,15
Cc1cc(NC(=O)COC(=O)c2nccnc2N)n(-c2ccccc2)n1,/,/,1.0%,/,/,/,-8%,13%,/,/,1%,i,53
Cc1cccc(NC(=O)CSc2nnc(-c3ccco3)o2)c1,54,2,0.8%,0.4%,-2.6,1219,-6%,25%,i,1.2,14%,i,41
CCCCCCC(=O)Nc1cc2c(C)cc(=O)oc2cc1C,11,16,2.7%,-0.5%,-2.4,1111,3%,6%,i,0.5,3%,i,42
CC1(C)SC(=S)N(NC(=O)Nc2ccccc2)C1N(O)C(=O)Nc1cccc2ccccc12 (centres undefined),4,-7,?,-0.3%,-2.3,926,25%,13%,i,0.1,11%,i,37
O=c1cc(CSc2nc3cc(Cl)ccc3o2)nc2sccn12,4,0,1.0%,-0.3%,0.6,1330,-10%,14%,i,0.2,2%,i,9
COc1ccccc1NC(=O)CN1C(=O)CC(C)S(=O)(=O)c2ccccc21 (centres undefined),/,/,1.2%,-0.5%,/,/,10%,16%,i,0.4,5%,i,47

# Continued; it opens with the 4 that closed the last part.
SMILES,WT yeast gro inh,WT yeast gro inh mutant strain,RSV antiviral HEp-2,West Nile antiviral,bCat nuc transl,bCat nuc transl cell count 5 µM,PhoP inhibition,SV40 large T antigen,Myeloid diff MLP,Myeloid diff MLP GFP+ MAC1+ %,MgcRacGAP inhibition,T cell HTS,T cell HTS vesicle-bound %
CCCCCCC(=O)Nc1cc2c(C)cc(=O)oc2cc1C,11,16,2.7%,-0.5%,-2.4,1111,3%,6%,i,0.5,3%,i,42
CC1(C)SC(=S)N(NC(=O)Nc2ccccc2)C1N(O)C(=O)Nc1cccc2ccccc12 (centres undefined),4,-7,?,-0.3%,-2.3,926,25%,13%,i,0.1,11%,i,37
O=c1cc(CSc2nc3cc(Cl)ccc3o2)nc2sccn12,4,0,1.0%,-0.3%,0.6,1330,-10%,14%,i,0.2,2%,i,9
COc1ccccc1NC(=O)CN1C(=O)CC(C)S(=O)(=O)c2ccccc21 (centres undefined),/,/,1.2%,-0.5%,/,/,10%,16%,i,0.4,5%,i,47
COc1ccccc1NC(=O)N1CCN(c2ccc3nncn3n2)CC1,6,11,0.9%,/,-2.7,1135,1%,4%,i,1.4,10%,i,34
CCN(CC)C(=O)Cn1cc(SCC(=O)NCc2ccco2)c2ccccc21,-15,-1,0.3%,-0.9%,-4.4,1105,-1%,5%,i,0.9,8%,i,27
CN(C)N1C(N)=C(C#N)C(c2ccsc2)C2=C1CC(C)(C)CC2=O (centres undefined),-32,-25,1.9%,0.4%,-0.6,1002,-12%,10%,i,0.4,3%,i,35
CCOc1ccc(S(=O)(=O)N(CC)CC)cc1NS(=O)(=O)c1ccc(F)c(F)c1F,7,23,2.0%,-0.5%,-2.9,1103,-17%,4%,i,0.5,4%,i,5
Fc1ccc(NC(=S)Nc2cc(Cl)ccc2Cl)cc1,-37,-6,17%,-0.6%,0.1,1589,8%,6%,i,0.3,12%,i,55
COc1ccccc1Nc1cc2cc(Br)ccc2c(=O)[nH]1,/,/,0.6%,0.6%,/,/,/,19%,+,4.3*,3%,i,24
